Screening results deposited in PubChem BioAssay by National Center for Advancing Translational Sciences (NCATS).
Mito fusion yeast = qHTS Assay for Small Molecule Inhibitors of Mitochondrial Division or Activators of Mitochondrial Fusion. S. cerevisiae fusion-defective mutant growth rescue, CellTiterGlo 48 h. Potency, µM (doses to about 46.1 µM), for inactives: at the top dose growth rescue (activation), usual class: activators. hit rate 0.23% among 320,000;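 also: potency is read from the fitted curve at half-maximal effect; % of control where 0% means no effect; nearly all actives have a fitted effect of over 45% in size; temperature-sensitive fusion mutants such as fzo1-1 at 37 °C on non-fermentable ethanol glycerol medium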
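Growth-rescue viability read-out: after 48 h at the non-permissive 37C in glycerol/ethanol YPEG, yeast mitochondrial fusion mutants are measured by CellTiterGlo luminescence; compounds (23 nl pinned per well) restoring growth score as division inhibitors or fusion activators.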
Integrin act MD = qHTS for Activators of Integrin-Mediated Alleviation for Muscular Dystrophy. alpha7betagal myoblasts, beta-gal FDG fluorescence, 48 h. Potency, µM (titrated, usually from 38.3 µM), for the others: at the highest dose activation, usual class: activators. hit rate 0.064% among 350,000. AID 624291, 2012;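 also: potency is read from the fitted curve at half-maximal effect; 100% = response of the positive control SU9516; nearly all actives have a fitted effect of over 60% in size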
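alpha7betagal+/- myoblasts (passage 13, 250/well) treated 48 h at 37C with compounds at 1:260 dilution of DMSO stock. Lysed, then beta-galactosidase activity read as FDG fluorescence (ex 480/em 540) after 30 min, with pre-read for autofluorescence.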
PTAP TSG101 blk = qHTS Assay for Iinhibitors of HIV-1 Budding by Blocking the Interaction of PTAP/TSG101; Potency, µM (series often up to 115 µM), for inactives: at the highest dose activity change, negative = inhibition, actives largely listed as inhibitors; Fluorescence polarization, FITC-PTAP peptide / Tsg101 binding; 340,000 tested, under 10 active; AID 493005, 2010; Tumor susceptibility gene 101 protein (Homo sapiens), Q99816; active = well fitted inhibition curve with a large enough effect in the main read-out, with a control signal flat, not every such curve was filed as active; inconclusive = small, poorly fitted or top-dose-only effect, or effect the other way, or a change in a side signal; inactive = no such curve, though single readings can be large or run the other way; also: potency is read from the fitted curve at half-maximal effect; % of control where 0% means no effect
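Compounds were pin-transferred onto Tsg101 binding domain (10 uM final) in HEPES pH 7.5 buffer, then FITC-PTAP peptide was added at 50 nM final. After 20 min at RT, polarization reported peptide displacement across a qHTS concentration series.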
BCR signal inh = qHTS Assay to Find Inhibitors of Chronic Active B-Cell Receptor Signaling; hit rate 0.05% among 340,000; ABC-DLBCL IkBa-CBG/CBR reporter, luminescence ratio, 4 h; AID 493014, 2011; Potency, µM (series often up to 46.1 µM), for inactives: top-dose ratio change, negative = lower green/red ratio, usual class: inhibitors; active = well fitted inhibition curve with a large enough effect in the signal ratio, with a control signal flat, not every such curve was filed as active; inconclusive = small, poorly fitted or top-dose-only effect, or effect the other way, or a change in a side signal; the % refers to the signal ratio;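 also: potency is read from the fitted curve at half-maximal effect; plate controls were basal doxycycline-induced cells for no effect and cells given 10 µM MG132 for full effect; MG132 reads +100%, hits lower the ratio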
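TMD8 ABC-DLBCL cells carrying doxycycline-inducible green luciferase fused to IkappaBalpha plus unfused red luciferase were exposed to compounds (up to 46 uM) for 4 hrs at 37C. Activity came from the overlap-corrected green/red luminescence ratio.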
ASM inhibitor = Inhibitors of Secretory Acid Sphingomyelinase (S-ASM): qHTS. placental ASM, HMU-PC fluorogenic substrate, 60 min. Sphingomyelin phosphodiesterase (Homo sapiens), P17405. Potency, µM (highest dose often 57.5 µM), without a hit: top-dose activity change, negative = inhibition, most hits filed as inhibitors. hit rate 0.006% among 340,000. AID 504937, 2011; also: potency is read from the fitted curve at half-maximal effect
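Steps: dispense placental human ASM, pin compound, wait 10 min at room temperature, add HMU-PC0 substrate at 9 uM final, incubate 60 min at 37 °C, add stop solution raising pH to 10, read fluorescence.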
A-T KAP1 phos = qHTS Assay for Identifying a Potential Treatment of Ataxia-Telangiectasia. hit rate 0.19% among 320,000. AID 485349, 2010. Potency, µM (highest dose often 57.5 µM), inactives show at the highest dose activation, hits mostly activators. […] A-T fibroblasts, KAP-1 phosphorylation AlphaLISA; neocarzinostatin DNA damage 30 min before lysis; also: potency is read from the fitted curve at half-maximal effect; % of control where 0% means no effect; nearly all actives have a fitted effect of over 45% in size
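hTERT-immortalized A-T patient fibroblasts ([…]), 500 cells/well in OPTI-MEM, 1% FBS, got compounds for 60 min, then NCS for 30 min at 37C. Lysates were then assayed for phospho-KAP-1 by AlphaLISA (anti-pKAP1 donor, anti-KAP1 acceptor beads), 6 hr at 25C.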
TCR activator = Activators of T cell receptors: qHTS campaign. primary human leukocytes, anti-CD3, IL-2 HTRF, 48 h. Potency, µM (top dose mostly 9.22 µM), for the others: at the highest dose activation of IL-2 secretion, hits mostly activators. 330,000 tested, under 10 active. AID 504894, 2011; also: % of control where 0% means no effect
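Activity was scored as IL-2 release from primary human leukocytes given only a TCR signal (a-CD3 beads) plus compound for 48 hr. Detection used a two-antibody HTRF format read at 665nm.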
Tb PFK inh = qHTS Assay to Find Inhibitors of T. brucei phosphofructokinase | AID 485367, 2010 | ATP-dependent 6-phosphofructokinase (Trypanosoma brucei brucei), O15648 | hit rate 0.17% among 330,000 | T. brucei PFK, ADP-Glo luminescence | Potency, µM (top dose mostly 57.5 µM), without a hit: at the highest dose activity, negative = inhibition, actives largely listed as inhibitors;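 also: potency is read from the fitted curve at half-maximal effect; 0% = uninhibited 1x PFK enzyme wells and -100% = no-enzyme wells; nearly all actives have a fitted effect of over 60% in size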
Target sequence (O15648 whole entry, looked up): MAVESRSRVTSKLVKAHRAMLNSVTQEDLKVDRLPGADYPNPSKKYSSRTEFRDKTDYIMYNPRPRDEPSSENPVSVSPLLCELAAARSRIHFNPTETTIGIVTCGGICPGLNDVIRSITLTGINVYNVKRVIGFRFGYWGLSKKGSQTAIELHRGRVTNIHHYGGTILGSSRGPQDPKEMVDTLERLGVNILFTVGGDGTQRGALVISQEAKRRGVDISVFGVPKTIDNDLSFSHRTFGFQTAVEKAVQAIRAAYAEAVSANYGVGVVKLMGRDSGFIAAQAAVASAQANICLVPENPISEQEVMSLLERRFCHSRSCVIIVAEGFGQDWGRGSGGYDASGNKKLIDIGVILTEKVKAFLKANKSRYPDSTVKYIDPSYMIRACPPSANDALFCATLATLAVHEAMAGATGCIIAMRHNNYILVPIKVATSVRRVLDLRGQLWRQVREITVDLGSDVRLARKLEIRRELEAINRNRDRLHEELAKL
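Luminescent ADP detection (ADP-Glo, two-step: ATP depletion then ADP-to-ATP conversion for luciferase) reported PFK activity after 45 min room-temperature reaction of 1.25 nM enzyme with 0.5 mM F6P and 0.1 mM ATP at pH 8.0.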
Eya2 inh = qHTS Assay for Inhibitors of the Phosphatase Activity of Eya2 | Potency, µM (top dose mostly 76.9 µM), without a hit: at the top dose activity, negative = inhibition, actives largely listed as inhibitors | recombinant Eya2, OMFP fluorescence dephosphorylation (OMFP is methylfluorescein phosphate) | hit rate 0.006% among 330,000 | Protein phosphatase EYA2 (Homo sapiens), O00167; also: potency is read from the fitted curve at half-maximal effect; % is scaled to controls: 0 for no effect and ±100 for the full control effect
Target sequence (O00167 whole entry, looked up): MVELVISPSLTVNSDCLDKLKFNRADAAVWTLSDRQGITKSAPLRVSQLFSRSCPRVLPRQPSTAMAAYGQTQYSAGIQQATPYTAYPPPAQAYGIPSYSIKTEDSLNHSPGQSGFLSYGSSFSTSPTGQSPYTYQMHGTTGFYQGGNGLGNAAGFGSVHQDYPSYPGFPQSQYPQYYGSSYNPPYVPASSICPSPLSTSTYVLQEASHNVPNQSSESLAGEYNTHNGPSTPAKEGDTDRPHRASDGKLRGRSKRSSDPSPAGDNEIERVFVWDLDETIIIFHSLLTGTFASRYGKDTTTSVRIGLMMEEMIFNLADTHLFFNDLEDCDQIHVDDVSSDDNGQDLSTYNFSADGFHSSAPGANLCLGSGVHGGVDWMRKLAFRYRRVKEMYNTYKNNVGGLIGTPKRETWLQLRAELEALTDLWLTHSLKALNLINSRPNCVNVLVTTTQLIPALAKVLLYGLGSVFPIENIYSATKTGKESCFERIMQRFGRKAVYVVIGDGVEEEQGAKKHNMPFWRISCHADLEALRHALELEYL
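Eya2 (0.2 uM) preincubated 10 min at ambient with compound, then OMFP substrate added at 50 uM; 10 min reaction in 50 mM HEPES pH 7.5, 50 mM NaCl, 5 uM MgCl2, 0.05% BSA, 1 mM DTT. Fluorescence read at Ex 485/Em 525 nm.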
ELG1 DNA repair = qHTS screen for small molecules that inhibit ELG1-dependent DNA repair in human embryonic kidney (HEK293T) cells expressing luciferase-tagged ELG1; AID 504467, 2011; Potency, µM (doses to about 46.1 µM), without a hit: top-dose activity change, negative = inhibition, actives largely listed as inhibitors; HEK293T ELG1-luciferase reporter, luminescence, 16 h; DNA damage induced by 5-fluorouridine; hit rate 2.3% among 330,000; also: potency is read from the fitted curve at half-maximal effect; % is scaled to controls: 0 for no effect and ±100 for the full control effect; nearly all actives have a fitted effect of over 55% in size
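In this reporter screen, reduction of luminescence relative to DMSO vehicle indicated activity. Compounds and 5-fluorouridine were added together to 2,000 cells per well, incubated for 16 hr at 37 °C, then developed with ONE-Glo.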
TSHR antag = Antagonists of the Thyroid Stimulating Hormone Receptor: HTS campaign. TSHR-expressing cells, TSH-stimulated cAMP HTRF, 2 h; stronger effect = lower value. activity change, negative = inhibition, % at 11.5 µM. hit rate 0.2% among 330,000. AID 504810, 2011;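 active = activity change below a set negative limit, meaning inhibition stronger than a set level, cut at about -70% in these data; inconclusive = activity change between two set negative limits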; also: % is scaled to controls: 0 for no effect and ±100 for the full control effect
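TSHR-expressing cells were treated with compounds, then stimulated with TSH at EC80 (4nM final) for 2 hours at 37 deg C. Cellular cAMP was measured by HTRF competition between lysate cAMP and cAMP-d2 for a cryptate-labelled anti-cAMP antibody.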
Active calls of the source: *; ? = inconclusive; · = not tested or not shown; [ ] = another dose, or the depositor's remark. Unless noted, calls follow the shape of the dose curve; as a rule, active = well fitted curve in the direction sought with a large enough effect; inconclusive = small, poorly fitted or top-dose-only effect, or another doubt; inactive = no such curve, though single readings can be large; an effect the other way counts as inactive or inconclusive. Only part of the results is shown; rates above refer to the full screens.

The opening seven records, ahead of the listing:
| entry | Compound | Mito fusion yeast | Integrin act MD | PTAP TSG101 blk | BCR signal inh | ASM inhibitor | A-T KAP1 phos |
| --- | --- | --- | --- | --- | --- | --- | --- |
| 1 | Cc1nn(CC(C)C)c(Cl)c1C(=O)NC1CCC(C)CC1 (configuration not stated) | 6.2% | -23.8% | -2.6% | -6.7% | -0.2% | 2.7% |
| 2 | O=C(c1ccc(C(F)(F)F)cc1)C1CCCN(Cc2ccncc2)C1 (configuration not stated) | ? | -45.5%[inhibitor] | -1.3% | 5.4% | 1.6% | 12.8% |
| 3 | c1ccc2c(CCNCc3ccc4c(c3)OCO4)c[nH]c2c1 | 1.1% | -28.1% | -5.1% | -9.9% | -0.8% | 5.3% |
| 4 | Cc1cccc(-c2nc3ccc(C(=O)N4CCC5(CC4)OCCO5)cc3nc2-c2cccc(C)c2)c1 | -8.8% | -36.8% | -12.5% | 5.1% | 32.6% | -0.9% |
| 5 | CCc1cccc2c(C#N)cn(CC(=O)N3CCOCC3)c12 | -5.1% | 17.0% | -5.0% | -0.5% | 3.5% | 1.2% |
| 6 | CSc1ccc(C(=O)C2CCCN(CCCn3cccn3)C2)cc1 (configuration not stated) | 19.1% | -16.0% | -2.8% | 1.1% | -3.4% | 0.1% |
| 7 | CC(C)N1CCN(c2ccc(O)cc2)CC1 | -1.7% | -25.3% | -0.5% | 1.3% | 4.7% | -1.6% |

| entry | TCR activator | Tb PFK inh | Eya2 inh | ELG1 DNA repair | TSHR antag |
| --- | --- | --- | --- | --- | --- |
| 1 | 1.1% | -1.4% | 2.4% | ? | 0.5 |
| 2 | 4.6% | -5.5% | 0.0% | 14.2% | -19.7 |
| 3 | -3.6%[46.1 µM] | ? | -6.1% | ? | -10.5 |
| 4 | -3.9% | -9.8% | -7.9% | ? | -8.5 |
| 5 | -0.9% | 6.7% | -12.1% | -3.5% | 5.7 |
| 6 | 3.6% | 3.7% | 4.6% | -0.3% | 7.8 |
| 7 | -2.9%[46.1 µM] | -16.8% | 0.4% | -7.6% | -6.4 |

All compounds of this part, repeating the preview:
| entry | Compound | Mito fusion yeast | Integrin act MD | PTAP TSG101 blk | BCR signal inh | ASM inhibitor | A-T KAP1 phos |
| --- | --- | --- | --- | --- | --- | --- | --- |
| 1 | Cc1nn(CC(C)C)c(Cl)c1C(=O)NC1CCC(C)CC1 (configuration not stated) | 6.2% | -23.8% | -2.6% | -6.7% | -0.2% | 2.7% |
| 2 | O=C(c1ccc(C(F)(F)F)cc1)C1CCCN(Cc2ccncc2)C1 (configuration not stated) | ? | -45.5%[inhibitor] | -1.3% | 5.4% | 1.6% | 12.8% |
| 3 | c1ccc2c(CCNCc3ccc4c(c3)OCO4)c[nH]c2c1 | 1.1% | -28.1% | -5.1% | -9.9% | -0.8% | 5.3% |
| 4 | Cc1cccc(-c2nc3ccc(C(=O)N4CCC5(CC4)OCCO5)cc3nc2-c2cccc(C)c2)c1 | -8.8% | -36.8% | -12.5% | 5.1% | 32.6% | -0.9% |
| 5 | CCc1cccc2c(C#N)cn(CC(=O)N3CCOCC3)c12 | -5.1% | 17.0% | -5.0% | -0.5% | 3.5% | 1.2% |
| 6 | CSc1ccc(C(=O)C2CCCN(CCCn3cccn3)C2)cc1 (configuration not stated) | 19.1% | -16.0% | -2.8% | 1.1% | -3.4% | 0.1% |
| 7 | CC(C)N1CCN(c2ccc(O)cc2)CC1 | -1.7% | -25.3% | -0.5% | 1.3% | 4.7% | -1.6% |
| 8 | CC(Oc1ccc(-c2ccccc2)cc1)C(=O)O (configuration not stated) | -2.5% | -1.1% | -3.5% | 6.2% | -2.0% | 1.9% |

| entry | TCR activator | Tb PFK inh | Eya2 inh | ELG1 DNA repair | TSHR antag |
| --- | --- | --- | --- | --- | --- |
| 1 | 1.1% | -1.4% | 2.4% | ? | 0.5 |
| 2 | 4.6% | -5.5% | 0.0% | 14.2% | -19.7 |
| 3 | -3.6%[46.1 µM] | ? | -6.1% | ? | -10.5 |
| 4 | -3.9% | -9.8% | -7.9% | ? | -8.5 |
| 5 | -0.9% | 6.7% | -12.1% | -3.5% | 5.7 |
| 6 | 3.6% | 3.7% | 4.6% | -0.3% | 7.8 |
| 7 | -2.9%[46.1 µM] | -16.8% | 0.4% | -7.6% | -6.4 |
| 8 | -5.0% | 0.7% | 1.3% | 4.0% | -0.8 |

| entry | Compound | Mito fusion yeast | Integrin act MD | PTAP TSG101 blk | BCR signal inh | ASM inhibitor | A-T KAP1 phos |
| --- | --- | --- | --- | --- | --- | --- | --- |
| 9 | CC(C)C/C(=N/O)c1cn(C)c2ccccc12 | -3.9% | 21.3% | -6.9% | -1.7% | -0.9% | -0.7% |
| 10 | COc1cc2c(cc1OC)C(C1c3cc4c(cc3CCN1C)OCO4)OC2=O (configuration not stated) | 2.0% | 0.5% | -2.3% | -4.1% | 3.5% | 6.6% |
| 11 | CCC(C)NC(=O)c1cc2cc3ccc(OC)cc3nc2o1 (configuration not stated) | -2.3% | 6.4% | -1.7% | ? | 272.6%[activator] | 3.6% |
| 12 | COc1ccccc1N1C(=O)NC(=O)C2(Cc3cc(C)ccc3N(C)C2)C1=O (configuration not stated) | 1.5% | -4.7% | -6.0% | ? | -2.7% | 1.5% |
| 13 | C/C(=N\N1CCCCCC1)c1c(O)n(C)c(=O)n(C)c1=O | -5.7% | · | · | ? | · | -4.2% |
| 14 | COc1cc2c(cc1OC)[C@H]1C(=O)c3ccc4c(c3O[C@H]1CO2)C[C@@H](C(C)(C)O)O4 | · | 2.1% | -8.6% | 0.0% | 5.3% | 5.2% |
| 15 | CCOc1ccc(N=Cc2c(O)n(Cc3ccccc3)c(=S)[nH]c2=O)cc1 | 1.8% | 13.8% | 0.8% | -2.0% | 46.8%[activator] | -7.5% |
| 16 | CN1C(=O)C(C2(C#N)CCCCC2)C(=O)N(C)C1=O | -1.9% | -14.3%[7.66 µM] | -3.6% | 3.8% | 6.7% | 0.4% |
| 17 | CCOc1ccc(NC(=O)N2C[C@H]3C[C@@H](C2)c2cccc(=O)n2C3)cc1 | 1.8% | -2.6% | 0.9% | 0.7% | -3.2% | -4.6% |
| 18 | O=C(c1ccco1)c1cn(Cc2ccc(Cl)cc2)c2ccccc12 | 9.8% | -0.5% | -1.6% | ? | -14.9% | · |

| entry | TCR activator | Tb PFK inh | Eya2 inh | ELG1 DNA repair | TSHR antag |
| --- | --- | --- | --- | --- | --- |
| 9 | · | -1.4% | 0.3% | 15.2% | -3.6 |
| 10 | 4.4% | -0.4% | -4.9% | -5.1% | -4.4 |
| 11 | 5.1% | -10.5% | ? | ? | -8.5 |
| 12 | 4.5% | -2.2% | 11.9% | -7.5% | -6.1 |
| 13 | · | 4.8% | -2.4% | -14.8% | -6.3 |
| 14 | 3.4% | 1.0% | 4.4% | -20.0% | -6.6 |
| 15 | 1.6% | -4.4% | -31.3% | 9.6% | -4.5 |
| 16 | · | 0.5% | 15.2% | -5.4% | 1.1 |
| 17 | -8.7% | 6.5% | -0.4% | ? | 11.3 |
| 18 | 3.0% | -4.6% | -15.9% | -23.6% | -11.6 |
